High-throughput results deposited in PubChem BioAssay by National Center for Advancing Translational Sciences (NCATS).
FUS suppressor: rescues growth of FUS-expressing yeast | S. cerevisiae FUS-expressing, growth rescue, OD600, 24 h | Potency, µM (series often up to 76.6 µM), inactives show top-dose growth rescue (activation), actives largely listed as activators | actives 0.24% (n = 390,000) | AID 1347120;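 note: potency is the fitted concentration of half-maximal effect; plate controls were DMSO vehicle for no effect and reference control for full effect; nearly all actives have a fitted effect of over 55% in size; some results filed as inactive show a strong effect at the top dose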
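Steps: raffinose overnight preculture; dilution to OD 0.005 in 2% galactose minimal medium; compound addition (concentration series); 24hr at 30C, 99% humidity; absorbance read at 600 nm.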
Abeta yeast res: restores growth of yeast expressing A-beta42 peptide. yeast expressing A-beta42, growth rescue, OD600, 48 h; response scale: 0% DMSO, 100% iron-clioquinol control. Potency, µM (series often up to 46.1 µM), inactives show at the top dose growth rescue, usual class: activators. actives 0.063% (n = 410,000). AID 1347071; note: potency is the fitted concentration of half-maximal effect; nearly all actives have a fitted effect of over 55% in size
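Yeast A-beta toxicity model in growth medium with pinned compounds, 48 h at 30 C; growth read as absorbance at 600 nm. Normalized to FeCl3/clioquinol equimolar mix (positive) and DMSO (negative).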
GLP1R cytotox: cytotoxicity in counter-screen for GLP-1R inverse agonists; Potency, µM (highest dose often 38.3 µM), for inactives: at the top dose activity change, negative = inhibition, usual class: inhibitors; actives 0.13% (n = 410,000); HEK293 cAMP-luciferase reporter cells, luminescence, 24 h;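 note: loss of luciferase light is scored as toxicity; potency is the fitted concentration of half-maximal effect; % is set by controls: 0 for no effect and ±100 for the full control effect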
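MLSMR compounds, 24 hr on cells at 37 deg C/5% CO2; luminescence after luciferase reagent (12 min RT). Inhibition counted as the undesired cytotoxic outcome.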
aSyn rescue: inhibitors of alpha-synuclein toxicity in yeast | Yeast expressing alpha-synuclein, growth rescue, BacTiter-Glo, 24 h | Potency, µM (series often up to 46.1 µM), for the others: at the highest dose growth rescue (activation), usual class: activators | actives 0.14% (n = 370,000); note: potency is the fitted concentration of half-maximal effect; % of control where 0% means no effect; nearly all actives have a fitted effect of over 65% in size
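Readout is rescue of growth in alpha-synuclein-expressing yeast, so inhibitors of toxicity appear as activators. Growth after 24 hr at 30 deg C in galactose medium is quantified by luminescence.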
TDP-43 yeast inh: TDP-43 toxicity inhibition in yeast | actives 1.8% (n = 410,000) | Potency, µM (titrated, usually from 46.1 µM), for the others: at the top dose growth rescue (activation), actives largely listed as activators | TDP-43 expressing yeast growth rescue, BacTiter-Glo, 24 h; note: potency is the fitted concentration of half-maximal effect; % of control where 0% means no effect; nearly all actives have a fitted effect of over 50% in size
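Readout is BacTiter-Glo luminescence of cell growth, so inhibitors register as activators. TDP-43-expressing yeast at OD600=0.02 in galactose medium, after raffinose pregrowth to mid-log, were incubated with compound for 24 hr at 30 deg C.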
Mm-Cpn inhibitor: M. maripaludis TRiC chaperonin inhibition. purified Mm-Cpn ATPase, ADP Transcreener TR-FRET. Potency, µM (top dose mostly 76.9 µM), without a hit: at the highest dose activity, negative = inhibition, hits mostly inhibitors. actives 0.031% (n = 330,000); note: potency is the fitted concentration of half-maximal effect; % is set by controls: 0 for no effect and ±100 for the full control effect; nearly all actives have a fitted effect of over 80% in size
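Measured: ADP formation by purified Mm-CPN. Conditions: 25 nM protein, 10 uM ATP, Tris pH 7.4 with Mg2+, K+ and DTT, 37°C for 30 min. Detection: Transcreener HTRF after 30 min at room temperature.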
Akt phos inh: blocks phosphorylation of Akt; Neuro2A IGF-stimulated pAkt S473 HTRF, 20 min; hits give low values; actives 0.32% (n = 360,000); activity change, % for hits at 50 µM; AID 651550; in the data active = activity change below about -80%; inconclusive = mostly about -51% to -80%; note: % is set by controls: 0 for no effect and ±100 for the full control effect
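Neuro2A cells in DMEM with 0.5% FBS, overnight at 37 deg C, given compound at single 50 µM final, then IGF (6 nM final) for 20 min at 37 deg C. Lysed; phospho-Akt Ser473 by HTRF after 24 h, 665/615 ratio.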
GLP-1R inv ag: acts as inverse agonist at human GLP-1 receptor | HEK293 GLP-1R CRE-luciferase, luminescence, 24 h; GLP-1R form is constitutively active | Potency, µM (series often up to 38.3 µM), for the others: at the highest dose activity change, negative = inhibition, most hits filed as inhibitors | actives 1.6% (n = 410,000) | AID 624417; note: potency is the fitted concentration of half-maximal effect; % is set by controls: 0 for no effect and ±100 for the full control effect; nearly all actives have a fitted effect of over 55% in size
Target sequence (P43220 whole entry, looked up): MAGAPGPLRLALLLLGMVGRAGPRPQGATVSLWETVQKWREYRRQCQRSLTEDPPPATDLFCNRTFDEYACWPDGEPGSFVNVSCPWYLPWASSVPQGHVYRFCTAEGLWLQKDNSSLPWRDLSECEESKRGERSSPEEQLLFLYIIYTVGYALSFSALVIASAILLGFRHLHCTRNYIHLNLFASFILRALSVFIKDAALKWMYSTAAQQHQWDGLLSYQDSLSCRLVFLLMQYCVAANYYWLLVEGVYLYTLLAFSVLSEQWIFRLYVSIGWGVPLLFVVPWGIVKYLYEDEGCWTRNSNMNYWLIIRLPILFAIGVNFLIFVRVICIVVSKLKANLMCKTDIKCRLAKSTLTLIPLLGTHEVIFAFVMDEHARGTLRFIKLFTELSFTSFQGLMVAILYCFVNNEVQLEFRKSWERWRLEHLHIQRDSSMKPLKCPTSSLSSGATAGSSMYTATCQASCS
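Assay principle: reduced luminescence from a cAMP-responsive reporter in HEK293 cells co-expressing a constitutively active GLP-1R. Conditions: 24 hr compound incubation, 37 deg C, 5% CO2.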
PTHR1 agonist: agonists of human PTHR1 parathyroid hormone receptor. HEK293 GP2 PTHR1 cells, GloSensor cAMP luminescence, 1 h. Potency, µM (titrated, usually from 115 µM), inactives show at the highest dose activation, most hits filed as activators. actives 0.075% (n = 410,000). AID 743266; note: potency is the fitted concentration of half-maximal effect; nearly all actives have a fitted effect of over 55% in size; some results filed as inactive show a strong effect at the top dose; inactives centre near -15; many of its hits are not listed in these tables
Target sequence (Q03431 whole entry, looked up): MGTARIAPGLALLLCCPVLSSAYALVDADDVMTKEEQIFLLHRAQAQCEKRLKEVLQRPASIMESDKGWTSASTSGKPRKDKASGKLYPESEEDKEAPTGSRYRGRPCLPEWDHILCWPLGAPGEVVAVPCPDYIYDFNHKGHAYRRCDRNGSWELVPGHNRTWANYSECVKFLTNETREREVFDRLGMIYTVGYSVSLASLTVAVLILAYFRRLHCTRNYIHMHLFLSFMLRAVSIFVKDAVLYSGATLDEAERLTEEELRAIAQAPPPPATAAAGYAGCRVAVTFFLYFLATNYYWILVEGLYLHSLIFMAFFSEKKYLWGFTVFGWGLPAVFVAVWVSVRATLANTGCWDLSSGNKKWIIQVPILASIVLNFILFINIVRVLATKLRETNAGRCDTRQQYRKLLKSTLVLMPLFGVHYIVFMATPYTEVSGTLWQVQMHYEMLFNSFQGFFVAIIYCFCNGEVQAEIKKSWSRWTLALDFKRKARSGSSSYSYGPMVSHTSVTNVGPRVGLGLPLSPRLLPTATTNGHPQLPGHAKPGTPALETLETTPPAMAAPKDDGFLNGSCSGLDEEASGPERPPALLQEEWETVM
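HEK-293-derived GP2 cells expressing PTHR1 and a GloSensor cAMP reporter, 3,000/well, plated overnight, given luciferin plus IBMX (each 0.5 mM as added) for 1 h at 37 °C, then compound for 1 h at 37 °C. Luminescence was read after 15 min at room temperature.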
* hit, by the source's call; i = inactive; ? = inconclusive; / = no result given; [ ] = dose if it differs, or a comment. Unless noted, calls come from the whole dose curve; as a rule, active = well fitted curve in the direction sought with a large enough effect; inconclusive = small, poorly fitted or top-dose-only effect, or another doubt; inactive = no such curve, though single readings can be large; an effect the other way counts as inactive or inconclusive.

The opening 12 entries, to show the layout:
SMILES	FUS suppressor	Abeta yeast res	GLP1R cytotox	aSyn rescue	TDP-43 yeast inh	Mm-Cpn inhibitor	Akt phos inh	GLP-1R inv ag	PTHR1 agonist
CN(C(=O)CSc1nc2ccccc2c(=O)n1-c1ccccc1F)C1CCS(=O)(=O)C1 (stereo unspecified)	9%	11%	0%	-4%	-17%	-5%	i	56%[activator]	-9%
Cc1ccc(-n2ncc(-c3n[nH]c(=S)o3)c2N)cc1C	-20%	3%	-1%	3%	24%	/	i	15%	i
O=c1[nH]cc(S(=O)(=O)Nc2ccc3c(c2)OCO3)c(=O)[nH]1	26%	14%	4%	-3%	-23%	4%	i	15%	-20%
CSc1oc(-c2ccco2)nc1S(=O)(=O)c1ccccc1	-15%	4%	-3%	-1%	16%	-1%	i	28%	i
Cc1ccc(Sc2ccc(CN3CCCCC3)cc2[N+](=O)[O-])cc1	-18%	1%	4%	-8%	3%	-2%	i	?	-11%
CCc1ccc(Nc2ccc(S(=O)(=O)N3CCOCC3)cc2[N+](=O)[O-])cc1	/	7%	1%	-14%	18%	1%	i	?	-27%
NC(=O)c1cc2ccccc2o/c1=N/NC(=O)c1cccc(Cl)c1	-7%	-3%	12%	1%	-4%	-3%	i	16%	-4%
OCCC1CN(C/C(Cl)=C/c2ccccc2)CCN1C1CCCC1 (stereo unspecified)	0%	-12%	-2%	0%	-17%	1%	i	-35%	-32%[inhibitor]
COc1ccc(C(=O)NCCNC(=O)c2cnccn2)cc1OC	17%	6%	1%	-1%	-4%	0%	i	3%	i
COCc1cc(=O)n2[nH]c(-c3ccco3)cc2n1	21%	7%	-10%	0%	-21%	-1%	i	-3%	-14%
CCc1ccc(C(=O)NNC(=O)CC2OC(=O)c3ccccc32)cc1 (stereo unspecified)	27%	21%	15%	-8%	25%	0%	i	-5%	i
Cc1c(C)c(C)c(S(=O)(=O)n2[nH]c(=O)c(CCO)c2C)c(C)c1C	5%	-5%	24%	-1%	3%	-1%	i	162%[activator]	-2%

Results, previewed entries included:
SMILES	FUS suppressor	Abeta yeast res	GLP1R cytotox	aSyn rescue	TDP-43 yeast inh	Mm-Cpn inhibitor	Akt phos inh	GLP-1R inv ag	PTHR1 agonist
CN(C(=O)CSc1nc2ccccc2c(=O)n1-c1ccccc1F)C1CCS(=O)(=O)C1 (stereo unspecified)	9%	11%	0%	-4%	-17%	-5%	i	56%[activator]	-9%
Cc1ccc(-n2ncc(-c3n[nH]c(=S)o3)c2N)cc1C	-20%	3%	-1%	3%	24%	/	i	15%	i
O=c1[nH]cc(S(=O)(=O)Nc2ccc3c(c2)OCO3)c(=O)[nH]1	26%	14%	4%	-3%	-23%	4%	i	15%	-20%
CSc1oc(-c2ccco2)nc1S(=O)(=O)c1ccccc1	-15%	4%	-3%	-1%	16%	-1%	i	28%	i
Cc1ccc(Sc2ccc(CN3CCCCC3)cc2[N+](=O)[O-])cc1	-18%	1%	4%	-8%	3%	-2%	i	?	-11%
CCc1ccc(Nc2ccc(S(=O)(=O)N3CCOCC3)cc2[N+](=O)[O-])cc1	/	7%	1%	-14%	18%	1%	i	?	-27%
NC(=O)c1cc2ccccc2o/c1=N/NC(=O)c1cccc(Cl)c1	-7%	-3%	12%	1%	-4%	-3%	i	16%	-4%
OCCC1CN(C/C(Cl)=C/c2ccccc2)CCN1C1CCCC1 (stereo unspecified)	0%	-12%	-2%	0%	-17%	1%	i	-35%	-32%[inhibitor]
COc1ccc(C(=O)NCCNC(=O)c2cnccn2)cc1OC	17%	6%	1%	-1%	-4%	0%	i	3%	i
COCc1cc(=O)n2[nH]c(-c3ccco3)cc2n1	21%	7%	-10%	0%	-21%	-1%	i	-3%	-14%
CCc1ccc(C(=O)NNC(=O)CC2OC(=O)c3ccccc32)cc1 (stereo unspecified)	27%	21%	15%	-8%	25%	0%	i	-5%	i
Cc1c(C)c(C)c(S(=O)(=O)n2[nH]c(=O)c(CCO)c2C)c(C)c1C	5%	-5%	24%	-1%	3%	-1%	i	162%[activator]	-2%
CCCc1ccc(C(=O)N2CCN(c3ccccc3OCC)CC2)cc1	?	-3%	0%	17%	-15%	-5%	i	0%	-12%[57.5 µM]
CC(C)CC(=O)Nc1ccc(C(=O)NNC(=O)C(c2ccccc2)c2ccccc2)cc1	3%	21%	1%	9%	-14%	0%	i	6%	-8%[57.5 µM]
COC(=O)N/N=C/c1cc(Cl)c(OCc2ccc(F)cc2)c(OC)c1	/	10%	10%	-3%	26%	1%	i	-5%	i
Brc1csc(CN2CCc3nc(Nc4ccccc4)ncc3C2)c1	8%	29%	-12%	/	?	/	/	?	-47%[inhibitor]
CC(CCc1ccccc1)NC(=O)c1ccccc1F (stereo unspecified)	-18%	-13%	7%	9%	12%	1%	i	-4%	i
COc1cc(CN2C[C@@H](CO)O[C@@H](n3cnc4c(N5CCN(c6ccccc6)CC5)ncnc43)C2)cc(OC)c1OC	?	-14%	-6%	-4%	-2%	/	i	21%	-11%
CCOc1cc(/C=C2\C(=O)N(c3nc(-c4ccc(Br)cc4)cs3)N=C2c2ccccc2)ccc1O	31%	0%	?	-4%	11%	-3%	i	?	i
O=C(OCn1nnc2ccccc2c1=O)c1cc(-c2ccccc2)nc2ccccc12	/	6%	14%	7%	7%	2%	i	4%	-16%
N#CC(=C1C=C(Br)C(=NO)C=C1Cl)c1ccc(Cl)cc1	4%	1%	-21%	-2%	?	/	i	?	-15%
CC(C)(C)c1cc(C(=O)Nc2cccnc2)cc(C(=O)Nc2cccnc2)c1	29%	-1%	7%	-5%	-9%	1%	i	?	i
CCOc1ccc(NN=C(C(=O)OC)C(=O)OC)c([N+](=O)[O-])c1	-28%	4%	0%	-5%	12%	-1%	i	-6%	-14%
c1ccc2c(Nc3ccc4c(c3)OCCO4)c3c(nc2c1)CCCC3	31%	-8%	?	-11%	-25%	3%	i	?	-13%
CCOC(=O)c1c(CSc2nc(C)cc(C)c2C#N)n(C)c2cc(Br)c(OC(C)=O)cc12	15%	9%	19%	1%	5%	1%	i	13%	-5%
S=C(Nc1ccccc1)N1CCN(Cc2ccccc2)CC1	-1%	2%	7%	1%	-4%	0%	i	?	i
CCOc1ccc(-n2c(C)nc3cc(C(=O)NCCN4CCOCC4)ccc32)cc1	11%	0%	-9%	2%	6%	3%	i	-2%	10%[57.5 µM]
Cc1ccccc1NC(=O)C1CCCN1S(=O)(=O)c1cccc2cccnc12 (stereo unspecified)	-7%	-3%	-22%	1%	19%	1%	i	14%	-7%
CCN(CC(=O)Nc1c(F)cccc1F)C(=O)Cc1csc(-c2ccccc2)n1	16%	23%	20%	6%	19%	-3%	i	8%	-2%
COc1ccc(NC(=O)CCCC(=O)c2ccccc2)cc1OC	29%	-1%	5%	-2%	-2%	0%	i	51%[activator]	i
C=CCNC(=S)NNC(=O)c1cc(Cl)ccc1OC	21%	6%	-36%	-2%	1%	-2%	i	-13%	i
Cc1cc2oc(C(=O)Nc3c(C)n(C)n(-c4ccccc4)c3=O)c(C)c2cc1C	4%	-7%	-17%	3%	6%	2%	i	?	i
CC(C)Sc1ccc([N+](=O)[O-])cc1C(=O)Nc1ccncc1	-7%	6%	0%	-2%	12%	6%	i	36%[activator]	-12%
CN(C)CCCNc1oc(-c2ccccc2Cl)nc1S(=O)(=O)c1ccc(F)cc1	-8%	-14%	-12%	8%	-1%	0%	i	?	i
COc1ccc(CNC(=O)Cc2coc3ccc(C(C)C)cc23)cc1	23%	11%	23%	/	?	/	/	?	-26%
CCOC(=O)c1oc2ccc(CNCCO)c(Cl)c2c1C	10%	-15%	32%[activator]	-1%	-8%	0%	i	0%	-4%
COc1ccc2c(c1)[nH]c1c(=O)n(/N=C/c3ccc(OC)c(COc4ccccn4)c3)cnc12	-1%	-15%	4%	-10%	9%	-1%	i	35%	-43%
O=C(Cn1nnc(-c2ccc(Cl)cc2)n1)NC1CC2CCC1C2 (stereo unspecified)	0%	6%	-27%	5%	14%	2%	i	?	-16%[57.5 µM]
Cc1ccc(CN(Cc2ccccn2)C(=O)Nc2ccc(C)c(C)c2)cc1	22%	?	4%	3%	?	0%	i	?	i
COc1ccc(-c2nc(C)c(CCNS(=O)(=O)c3cc(Cl)ccc3Cl)s2)cc1	?	8%	-23%	?	25µM*	/	/	?	-24%
Cc1cccc(-c2nn(-c3ccccc3)cc2C(=O)N(C)CC(=O)Nc2ccc(N3CCOCC3)cc2)c1	13%	21%	-6%	2%	12%	0%	i	1%	-15%
C[C@H](NC(=O)c1ccc(Cl)cc1)C(=O)NCCc1ccc(S(N)(=O)=O)cc1	28%	-5%	3%	-5%	-24%	0%	i	27%	-11%

An excerpt of these results, as labelled records:
canonical_smiles: CC(C)Sc1ccc([N+](=O)[O-])cc1C(=O)Nc1ccncc1
  FUS suppressor: -7%; Abeta yeast res: 6%; GLP1R cytotox: 0%; aSyn rescue: -2%; TDP-43 yeast inh: 12%; Mm-Cpn inhibitor: 6%; Akt phos inh: i; GLP-1R inv ag: 36%[activator]; PTHR1 agonist: -12%

canonical_smiles: CCOC(=O)c1oc2ccc(CNCCO)c(Cl)c2c1C
  FUS suppressor: 10%; Abeta yeast res: -15%; GLP1R cytotox: 32%[activator]; aSyn rescue: -1%; TDP-43 yeast inh: -8%; Mm-Cpn inhibitor: 0%; Akt phos inh: i; GLP-1R inv ag: 0%; PTHR1 agonist: -4%

An excerpt; rates above refer to the full screens.
